H1N1 NS1A inhibition: NS1A inhibition, H1N1 influenza, cell based functional assay (AID 504329); inhibition, % at 12.5 µM; hits with a dose series show IC50 in µM; NS1A functional cell-based assay, percent inhibition; higher % means a stronger effect; actives 0.3% (n = 340,000); in the data active = a potency from the dose series; inconclusive = inhibition above about 27% without an active follow-up result; note: strong numbers were not always called active
inhibitors of VEEV: inhibitors of VEEV TC-83 cytopathic effect, confirmation, Vero cells (AID 588727) | Vero cells, VEEV TC-83 cytopathic effect inhibition; higher % means a stronger effect | actives 0.13% (n = 350,000) | one-dose inhibition, % at 20 µM; IC50 in µM for titrated hits; in the data active = a potency from the dose series; inconclusive = inhibition mostly from about 14% at the one dose, without a potency; inactive = the rest, 99 in 100 with inhibition below about 12%; note: strong numbers were not always called active
H37Rv inhibition: M. tuberculosis growth inhibition, HTS (AID 449762); M. tuberculosis H37Rv growth inhibition, 7H9 media; higher % means a stronger effect; one-dose inhibition, % at 25 µM; IC50 in µM for titrated hits; actives 0.59% (n = 330,000); in the data active = a potency from the dose series; inconclusive = inhibition above about 70% without an active follow-up result;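 note: bacterial growth assessed after seven days of incubation; strong numbers were not always called active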
Salmonella PhoP GFP: Inhibition of PhoP regulon, Salmonella typhi GFP reporter cells, confirmation, 4 h (AID 1850). one-dose inhibition, % at 50 µM; IC50 in µM for titrated hits. Salmonella Typhi PhoP-promoter GFP reporter, fluorescence, 4 h; higher % means a stronger effect. actives 0.33% (n = 310,000); in the data active = a potency from the dose series; inconclusive = inhibition mostly from about 25% at the one dose, without a potency; inactive = the rest, 99 in 100 with inhibition below about 19%;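 note: 0% = induced wells with vehicle and 100% = uninduced wells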
tuberculosis growth: growth inhibition of non-replicating M. tuberculosis (AID 488890); actives 0.39% (n = 320,000); inhibition, % at 25 µM, or IC50 in µM where a hit was titrated; Mycobacterium tuberculosis non-replicating, growth inhibition; higher % means a stronger effect; in the data active = a potency from the dose series; inconclusive = inhibition mostly from about 82% at the one dose, without a potency; inactive = the rest, 99 in 100 with inhibition below about 76%;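 note: plate controls were DMSO cells for no effect and high antibiotic wells for full effect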
inhibitors of VEEV 10K pilot screen: further read-out of inhibitors of VEEV, marked with its call; inhibition, %; measured here: 10K pilot screen inhibition
Numbers without * were called inactive; i = inactive; ? = inconclusive; . = no result given.

SMILES	H1N1 NS1A inhibition	inhibitors of VEEV	H37Rv inhibition	Salmonella PhoP GFP	tuberculosis growth	others
Cc1ccc(S(=O)(=O)Nc2nc(N)n(-c3ccccc3)n2)cc1	.	1.8%	-5%	4%	-20%
COc1ccc(N2CC(C(=O)NCCN3C(=O)S/C(=C\c4cccnc4)C3=O)CC2=O)c(OC)c1 (stereo not drawn)	-3%	0.7%	-9%	4%	-1%
C=CC[C@H](CC(=O)N(CCO)Cc1ccccc1)C(=O)N[C@H](COC(=O)[C@@H](CC=C)Cc1ccc(F)cc1)C(C)(C)C	-1%	4.2%	2%	.	31%
CCSC1=NCCN1S(=O)(=O)c1ccc2ccccc2c1	0%	i	4%	-4%	22%
COc1cccc(C(=O)Nc2ncc3c(n2)CC(C)CC3=O)c1 (stereo not drawn)	0%	0.6%	-8%	0%	6%	inhibitors of VEEV 10K pilot screen=0.7
CCC1(CC)C(=O)NC(=O)NC1=NCCc1c[nH]c2ccccc12	-5%	i	1%	-3%	-10%
Cc1ccc(N=C2S/C(=C\c3cn(CC(=O)O)c4ccccc34)C(=O)N2C)cc1	-4%	5.3%	-3%	-12%	16%
COc1ccccc1-n1cnnc1SCC(=O)N1CCN(C(=O)c2ccco2)CC1	-11%	0.8%	-12%	-7%	-7%
CCN(CCNC(=O)C1CCCN(S(=O)(=O)CC)C1)c1ccccc1 (stereo not drawn)	1%	2.7%	-2%	-3%	-3%
COc1ccc(O)c(/C=N/NC(=O)CCC(=O)Nc2ccc(C)cc2)c1	1%	8.7%	2%	-18%	12%
CCCCN(C(=O)CCC(=O)O)C1CC(=O)N(c2ccc(OCCC)cc2)C1=O (stereo not drawn)	5%	1.0%	-1%	-16%	10%	inhibitors of VEEV 10K pilot screen=1.1
CCOC(=O)c1c(NC(C)=O)sc2c(OCC(O)CN(CC)CC)c(Br)ccc12 (stereo not drawn)	5%	?	?	12%	?
CN(CCO)c1ccc(C(C(=O)c2ccccc2)c2ccc(N(C)CCO)cc2)cc1	13%	0.2%	-4%	-18%	0%
Cc1cc(NC(=O)CSc2nnc(-c3ccoc3C)n2N)no1	19%	i	1%	-11%	-4%	inhibitors of VEEV 10K pilot screen=0.1
O=[N+]([O-])c1ccccc1N/N=C/c1cccc(O)c1O	2%	i	8%	13%	-6%
CCOCC(=O)Nc1cc(C(=O)NCCc2ccccc2)ccc1Cl	2%	i	0%	4%	-1%
Cc1ccccc1-n1sc2cc(F)ccc2c1=O	1%	?	19µM*	24%	9.9µM*
Fc1ccccc1N1CCN(c2nc(-c3cccs3)nc3ccccc23)CC1	-10%	5.2%	61%	-3%	28%
CC1(OC(=O)C2CCCC2)C(=O)C=C2C=C(c3ccsc3)N(CC3CC3)C=C2C1=O (stereo not drawn)	-7%	1.8%	1%	3%	34%
O=C(CSc1nc2ccccc2c(=O)n1CCCN1CCOCC1)Nc1ccc(F)c(Cl)c1	-14%	3.9%	?	.	60%
COc1ccc(N2CCN(C(=O)CNC(=O)c3ccc4ccccc4c3)CC2)cc1	-17%	i	2%	.	20%
COC(=O)[C@]1(Cc2ccccc2)N[C@H](CN(C)S(=O)(=O)c2ccc(C(F)(F)F)cc2)[C@@H]2C(=O)N(Cc3ccccc3)C(=O)[C@@H]21	-10%	2.5%	6%	.	4%
CC(C)(C)c1ccc(C(=O)NCC(=O)N/N=C/c2cccnc2)cc1	-4%	4.2%	4%	2%	1%
CC(C)CNC(=O)C1CCCN1S(=O)(=O)c1ccc(Cl)cc1 (stereo not drawn)	5%	i	-10%	-5%	3%
O=S(=O)(Cc1ccc(Cl)cc1)CC(O)COCc1ccccc1 (stereo not drawn)	-7%	i	5%	-4%	36%
CC(C)CC(=O)Nc1ncc([N+](=O)[O-])s1	-16%	4.6%	2%	5%	4%
O=C1NC(c2cccs2)Nc2sc3c(c21)CCCC3 (stereo not drawn)	4%	3.9%	9%	-1%	7%
CCO[C@@H]1OC(C(=O)O)=C[C@H](C2CC2)[C@H]1CCCO	9%	1.0%	-5%	-9%	0%
COc1ccc(C(=O)NCC(=O)OCC(=O)N(C)c2ccccc2)cc1	2%	i	1%	6%	-1%
COc1cc(C(=O)OC(C)CN2CCN(C)CC2)cc(OC)c1OC (stereo not drawn)	5%	1.6%	-2%	-4%	4%
Cc1ccc(S(=O)(=O)Nc2cc(=O)[nH]c(SCC(=O)Nc3ccccc3C(F)(F)F)n2)cc1	3%	i	1%	8%	-1%
COc1ccc(NS(=O)(=O)c2c(C)[nH]c(=O)[nH]c2=O)cc1OC	-20%	i	2%	-18%	1%
CCNc1nc2cccnc2s1	-1%	1.1%	-2%	18%	0%
CCOc1ccc(-c2nnc3ccc(SCC(=O)N4CCCCC4)nn23)cc1	-1%	9.6%	2%	1%	.
Cc1nc2ccccc2c(=O)n1NC(=O)c1ccc(C(C)(C)C)cc1	-2%	0.5%	8%	1%	-5%
O=C(CCC1CCCCC1)Nc1ccccc1-c1ccccc1	2%	i	59%	9%	42%
O=C(c1ccc(Cl)c(S(=O)(=O)Nc2ccccc2C(=O)N2CCc3ccccc3C2)c1)N1CCc2ccccc2C1	10%	5.4%	3%	-3%	30%
O=C(OC1CCOC1=O)c1ccc2ncsc2c1 (stereo not drawn)	-12%	0.4%	-10%	-12%	-5%
O=C(CSc1ccc(-c2cccnc2)nn1)Nc1ccc(F)cc1	-3%	i	3%	-2%	38%
COc1ccccc1S(=O)(=O)CC(O)COc1ccc(C#N)cc1 (stereo not drawn)	-13%	0.8%	-3%	-3%	-20%

The list goes on, starting with the last 2 of the part before.
SMILES	H1N1 NS1A inhibition	inhibitors of VEEV	H37Rv inhibition	Salmonella PhoP GFP	tuberculosis growth	others
O=C(CSc1ccc(-c2cccnc2)nn1)Nc1ccc(F)cc1	-3%	i	3%	-2%	38%
COc1ccccc1S(=O)(=O)CC(O)COc1ccc(C#N)cc1 (stereo not drawn)	-13%	0.8%	-3%	-3%	-20%
COC(=O)c1ccc(CSc2ncnc3c2nnn3-c2ccc(OC)cc2)o1	-1%	9.0%	7%	-29%	2%
Cn1c(CCN2CCCCC2)nc2cc(NC(=O)COc3ccc([N+](=O)[O-])cc3)ccc21	-1%	46%	-7%	10%	19%
CCc1ccc(CCC(=O)Nc2ccc(OC)cc2)o1	13%	i	?	4%	?
CC12CCC(C(=O)N(CCC#N)CCC#N)(CC1=O)C2(C)C (stereo not drawn)	1%	i	-3%	-7%	-11%
Cc1cccc(N(CC(=O)NC2CCCCC2)C(=O)CCCC(=O)Nc2ccccn2)c1	-8%	0.3%	-15%	1%	-3%
COc1ccc(NC(=O)COC(=O)C2CCC2)cc1Cl	-2%	2.5%	-11%	3%	-3%
Cc1ccc(-c2cc(C(=O)NN)n[nH]2)o1	.	3.0%	3%	1%	4%
O=C(OCc1cc([N+](=O)[O-])cc2c1OCOC2)c1ccc2ccccc2n1	5%	0.8%	51%	-18%	75%
CC(=O)Nc1ccc(C(=O)OCc2ccc(Cl)c(Cl)c2)cc1	-3%	4.2%	9%	-5%	61%
COc1ccccc1NC(=O)CN1C(=O)NC(C)(C)C1=O	7%	2.7%	-10%	-9%	-7%	inhibitors of VEEV 10K pilot screen=0.9
O=C(CC(NCCN1CCOCC1)C(=O)O)Nc1cccc(Cl)c1 (stereo not drawn)	-10%	0.2%	0%	-2%	2%
N#CCCN(Cc1cccnc1)S(=O)(=O)c1ccc(S(=O)(=O)N2CCCCCC2)cc1	-6%	0.2%	-8%	-6%	7%
COc1cc(OC)c(OC)cc1/C=N/NC(=S)NCCN1CCOCC1	-3%	i	-8%	2%	-10%
CC(Oc1ccccc1)C(=O)Nc1ccccc1O (stereo not drawn)	-6%	i	-2%	-1%	4%
O=C(N/N=C/c1ccc2cccnc2c1)c1nc2ccccc2c(=O)[nH]1	-2%	4.2%	2%	7%	-12%
O=C(Nc1ccc2c(c1)OCO2)C1CCCN1C(=O)NCc1ccccc1 (stereo not drawn)	0%	3.6%	-5%	3%	-19%
CN=C(Nc1cccc(S(=O)(=O)N2CCOCC2)c1)c1ccccc1	-7%	1.2%	-6%	.	-3%
CC(C)c1ccc(NC(=O)Cc2ccc(NC3=NC4CS(=O)(=O)CC4S3)cc2)cc1 (stereo not drawn)	4%	1.2%	-4%	-8%	-13%	inhibitors of VEEV 10K pilot screen=0.3
CCCCNC(=O)c1cccc(NC(=O)C(=O)c2ccccc2NC(C)=O)c1	-4%	i	5%	0%	14%
Cc1cc(Br)cnc1NC(=S)Nc1ccc(F)cc1F	0%	i	?	12%	78%
O=C(CNC(=O)c1ccc(-c2ccccc2)cc1)OCc1ccc(Cl)cc1	-3%	0.5%	53%	6%	47%
Cc1cc(OCC(=O)c2ccc(Br)cc2)ccc1N1C(=O)CCC1=O	-2%	1.2%	8%	0%	7%
Cc1c(C(=O)Nc2cccc(F)c2)cnn1-c1ccccc1	-6%	1.4%	3%	-14%	43%
COCCN(Cc1ccccc1)C(=O)Cc1ccc(S(=O)(=O)N2CCOCC2)s1	-1%	2.5%	-17%	.	-4%
CN(C)CCCNc1cc(-c2ccccc2)nc2cc(-c3cccc(F)c3)nn12	-9%	i	?	-1%	79%
CCOC(=O)N1CCN(C(=O)CSCc2ccc(C)cc2)CC1	-20%	i	-4%	12%	22%
CN(C)/C=C/C(=O)c1ccc(-n2cccc2)cc1	4%	0.2%	5%	1%	?
CCCN(CC1CCCO1)C(=O)c1cc(COc2cccc(OC)c2)on1 (stereo not drawn)	14%	1.0%	-4%	-5%	8%
O=C(NCC1CCCO1)c1ccc2[nH]c3c(c2c1)CCCC3 (stereo not drawn)	-7%	5.4%	.	.	.
C=C1CCC(C)C(C)(CCC2=CCOC2=O)C/C=C\C=C/1C(=O)O (stereo not drawn)	-8%	1.3%	-1%	10%	16%
CSc1nc(-c2ccccc2)nn1S(=O)(=O)c1ccccc1	6%	7.1%	-2%	-4%	-2%
COc1ccccc1C(=O)N/N=C(\C)CC(=O)Nc1ccc2c(c1)OCCO2	4%	0.6%	1%	1%	-10%
CC(C)N(CCNC(=O)COc1ccc2oc3c(c2c1)CCCC3)C(C)C	15%	0.5%	4%	-11%	27%
O=C(CSc1ncn(-c2ccccc2)n1)Nc1ccc2c(c1)OCO2	2%	1.5%	59%	3%	46%	inhibitors of VEEV 10K pilot screen=0.8
C=CCn1c(=O)[nH]c(=O)c2c(N)c(C(=O)c3ccc(OC)cc3)sc21	13%	12%	.	.	.
Cc1c(Cl)c(-c2n[nH]c(=S)n2Cc2ccco2)nn1C	20%	0.6%	-9%	-2%	3%
C/C(=N\NC(=O)c1ccoc1C)c1cccc2ccccc12	6%	0.4%	-2%	5%	71%

Gathered by group: the entries above with a Cl atom
SMILES	H1N1 NS1A inhibition	inhibitors of VEEV	H37Rv inhibition	Salmonella PhoP GFP	tuberculosis growth	others
CCOCC(=O)Nc1cc(C(=O)NCCc2ccccc2)ccc1Cl	2%	i	0%	4%	-1%
O=C(CSc1nc2ccccc2c(=O)n1CCCN1CCOCC1)Nc1ccc(F)c(Cl)c1	-14%	3.9%	?	.	60%
CC(C)CNC(=O)C1CCCN1S(=O)(=O)c1ccc(Cl)cc1 (stereo not drawn)	5%	i	-10%	-5%	3%
O=S(=O)(Cc1ccc(Cl)cc1)CC(O)COCc1ccccc1 (stereo not drawn)	-7%	i	5%	-4%	36%
O=C(c1ccc(Cl)c(S(=O)(=O)Nc2ccccc2C(=O)N2CCc3ccccc3C2)c1)N1CCc2ccccc2C1	10%	5.4%	3%	-3%	30%
COc1ccc(NC(=O)COC(=O)C2CCC2)cc1Cl	-2%	2.5%	-11%	3%	-3%
CC(=O)Nc1ccc(C(=O)OCc2ccc(Cl)c(Cl)c2)cc1	-3%	4.2%	9%	-5%	61%
O=C(CC(NCCN1CCOCC1)C(=O)O)Nc1cccc(Cl)c1 (stereo not drawn)	-10%	0.2%	0%	-2%	2%
O=C(CNC(=O)c1ccc(-c2ccccc2)cc1)OCc1ccc(Cl)cc1	-3%	0.5%	53%	6%	47%
Cc1c(Cl)c(-c2n[nH]c(=S)n2Cc2ccco2)nn1C	20%	0.6%	-9%	-2%	3%

Assay outcomes deposited in PubChem by Southern Research Specialized Biocontainment Screening Center.
